# Compound activity from PubChem.
# ASM inhibitor: blocks human secretory acid sphingomyelinase; placental ASM, HMU-PC fluorogenic substrate, 60 min; Potency, µM (titrated, usually from 57.5 µM), for inactives: top-dose activity change, negative = inhibition, most hits filed as inhibitors; 340,000 compounds, 0.006% hits; further: potency means the concentration at half of the fitted maximal effect
#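 Steps: dispense placental human ASM, pin compound, wait 10 min at room temperature, add HMU-PC0 substrate at 9 uM final, incubate 60 min at 37 °C, add stop solution raising pH to 10, read fluorescence.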
# ELG1 genotoxic: genotoxicity induction in ELG1-luciferase HEK293T cells; 330,000 compounds, 1.3% hits; AID 504466; Potency, µM (titrated, usually from 46 µM), without a hit: at the highest dose activity change, positive = activation, usual class: activators; HEK293T ELG1-luciferase reporter, luminescence, 16 h; further: potency means the concentration at half of the fitted maximal effect; % of control where 0% means no effect; nearly all actives have a fitted effect of over 60% in size
#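 Genotoxicity was scored as increased ELG1-luciferase reporter signal, measured by ONE-Glo luminescence (30 min, room temperature). Compound or vehicle exposure of the HEK293T reporter cells lasted 16 hr at 37°C.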
# BRCA1 expr act: BRCA1 expression activation; 380,000 compounds, 1.1% hits; AID 624202; MCF7-BRCA1-FFLuc reporter, luminescence, 48 h; response scale: scaled: vehicle 0%, 10 µM genistein 100%; Potency, µM (top dose mostly 46.1 µM), for the others: top-dose activation, hits mostly activators; further: potency means the concentration at half of the fitted maximal effect; nearly all actives have a fitted effect of over 80% in size; some results filed as inactive show a strong effect at the top dose
#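 First, MCF7-BRCA1-FFLuc cells (2000/well) attach for 2 h; next, compounds are pin-added and incubated 48 h at 37 °C; finally, luciferase reagent is added and luminescence read after 15 min.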
# Eya2 phos inh: inhibitors of human Eya2 phosphatase activity. recombinant Eya2, OMFP fluorescence dephosphorylation (OMFP is methylfluorescein phosphate). O00167. 330,000 compounds, 0.006% hits. AID 488837. Potency, µM (doses to about 76.9 µM), inactives show at the highest dose activity, negative = inhibition, hits mostly inhibitors; further: potency means the concentration at half of the fitted maximal effect; on the % scale 0 is the no-effect control and ±100 the full control effect
#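 Eya2 (0.2 uM) preincubated 10 min at ambient with compound, then OMFP substrate added at 50 uM; 10 min reaction in 50 mM HEPES pH 7.5, 50 mM NaCl, 5 uM MgCl2, 0.05% BSA, 1 mM DTT. Fluorescence read at Ex 485/Em 525 nm.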
# uPA surface inh: cell surface uPA generation inhibition | cell surface uPA generation assay, qHTS | Potency, µM (top dose mostly 38.3 µM), for inactives: top-dose activity change, negative = inhibition, hits mostly inhibitors | 330,000 compounds, 0.31% hits | AID 540303; active means well fitted inhibition curve with a large enough effect; inconclusive means small, poorly fitted or top-dose-only effect; inactive means no such curve, though single readings can be large or run the other way; tested in mouse RAW 264.7 cells; further: potency means the concentration at half of the fitted maximal effect; on the % scale 0 is the no-effect control and ±100 the full control effect; nearly all actives have a fitted effect of over 55% in size
# TRPV1 agonist: agonists of human vanilloid receptor 1 (TRPV1); Q8NER1; TRPV1-expressing cells, Fluo-8 calcium influx, agonist mode; 320,000 compounds, 0.19% hits; activation, % at 8.33 µM; in the data active means activation above about 80%; inconclusive means between about 30% and that limit; further: 0% is about no effect
#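 Fluo-8 calcium influx in TRPV1-expressing cells, kinetic read (ex 480/em 520 nm). Compound added and read 3 min for agonist activity, followed by capsaicin at EC20 final and 2 min further read for enhancement.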
# Integrin act MD: activates integrin-mediated alleviation for muscular dystrophy; AID 624291; 350,000 compounds, 0.064% hits; Potency, µM (doses to about 38.3 µM), for inactives: at the top dose activation, most hits filed as activators; alpha7betagal myoblasts, beta-gal FDG fluorescence, 48 h;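 further: potency means the concentration at half of the fitted maximal effect; 100% = response of the positive control SU9516; nearly all actives have a fitted effect of over 60% in size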
#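 Alpha7betagal+/- myoblasts (passage 13) were plated 16-24 hr, then exposed to compounds (1:260 dilution of DMSO stock) for 48 hours at 37C. After MPER lysis, β-galactosidase reporter activity was read as FDG fluorescence (ex 480/em 540) after 30 minutes.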
# TSG101-PTAP inh: blocks PTAP/TSG101 interaction to inhibit HIV-1 budding; Q99816; Fluorescence polarization, FITC-PTAP peptide / Tsg101 binding; Potency, µM (top dose mostly 115 µM), inactives show at the highest dose activity change, negative = inhibition, hits mostly inhibitors; 340,000 tested, under 10 active; AID 493005; active means well fitted inhibition curve with a large enough effect in the main read-out, with a control signal flat, not every such curve was filed as active; inconclusive means small, poorly fitted or top-dose-only effect, or effect the other way, or a change in a side signal; inactive means no such curve, though single readings can be large or run the other way; further: potency means the concentration at half of the fitted maximal effect; % of control where 0% means no effect
#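 FP read-out: FITC-PTAP peptide, 50 nM final, binding Tsg101 binding domain, 10 uM final; 20 min, r.t.; 10 mM HEPES pH 7.5, 0.15 M NaCl, 0.01% Tween 20, 3 mM EDTA, 0.1 mM TCEP.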
# p53 reactivator: restores transcriptional activity of mutant p53; 320,000 compounds, 0.063% hits; AID 504706; Potency, µM (highest dose often 92.2 µM), without a hit: at the highest dose activity change, positive = activation, usual class: activators; H1299 p53-A138V BP100-luciferase reporter, luminescence, 24 h; further: potency means the concentration at half of the fitted maximal effect; % of control where 0% means no effect; nearly all actives have a fitted effect of over 45% in size
#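 p53-null H1299 cells stably carrying temperature-sensitive p53-A138V and a BP100-luciferase reporter were pinned with compounds (4-point, 1:5 series) and held 24 hrs at 37 deg C. Luminescence was read 10 min after detection reagent.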
# B2AR arrestin: beta2AR (human) beta-arrestin recruitment activity | Potency, µM (highest dose often 46.1 µM), for the others: at the top dose activation, actives largely listed as activators | P07550 | 330,000 compounds, 0.02% hits | beta-arrestin recruitment to beta2AR, cell-based reporter;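 further: potency means the concentration at half of the fitted maximal effect; 0% = DMSO controls and full agonism = EC100 isoproterenol or metaproterenol; nearly all actives have a fitted effect of over 65% in size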
# Target sequence (P07550 whole entry, looked up): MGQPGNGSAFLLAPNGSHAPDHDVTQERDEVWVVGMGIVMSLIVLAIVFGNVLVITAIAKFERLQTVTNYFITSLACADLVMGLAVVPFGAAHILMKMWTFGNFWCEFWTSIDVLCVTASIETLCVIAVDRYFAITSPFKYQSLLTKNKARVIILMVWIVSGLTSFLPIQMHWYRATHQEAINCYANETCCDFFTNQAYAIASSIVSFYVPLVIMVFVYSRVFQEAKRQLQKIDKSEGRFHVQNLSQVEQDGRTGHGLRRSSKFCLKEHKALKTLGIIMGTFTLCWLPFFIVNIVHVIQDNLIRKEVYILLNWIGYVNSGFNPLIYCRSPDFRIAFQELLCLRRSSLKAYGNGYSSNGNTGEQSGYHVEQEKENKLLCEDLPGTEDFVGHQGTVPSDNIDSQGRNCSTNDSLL
# USP2a block: inhibitors of human ubiquitin-specific protease USP2a. Potency, µM (doses to about 38.3 µM), without a hit: at the top dose activity change, negative = inhibition, actives largely listed as inhibitors. USP2 core, Ub-CHOP2 coupled fluorogenic reporter, 485/531. O75604. 330,000 compounds, 0.01% hits;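 further: potency means the concentration at half of the fitted maximal effect; plate controls were DMSO wells for no effect and full inhibition by NEM control for full effect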
# Target sequence (O75604 whole entry, looked up): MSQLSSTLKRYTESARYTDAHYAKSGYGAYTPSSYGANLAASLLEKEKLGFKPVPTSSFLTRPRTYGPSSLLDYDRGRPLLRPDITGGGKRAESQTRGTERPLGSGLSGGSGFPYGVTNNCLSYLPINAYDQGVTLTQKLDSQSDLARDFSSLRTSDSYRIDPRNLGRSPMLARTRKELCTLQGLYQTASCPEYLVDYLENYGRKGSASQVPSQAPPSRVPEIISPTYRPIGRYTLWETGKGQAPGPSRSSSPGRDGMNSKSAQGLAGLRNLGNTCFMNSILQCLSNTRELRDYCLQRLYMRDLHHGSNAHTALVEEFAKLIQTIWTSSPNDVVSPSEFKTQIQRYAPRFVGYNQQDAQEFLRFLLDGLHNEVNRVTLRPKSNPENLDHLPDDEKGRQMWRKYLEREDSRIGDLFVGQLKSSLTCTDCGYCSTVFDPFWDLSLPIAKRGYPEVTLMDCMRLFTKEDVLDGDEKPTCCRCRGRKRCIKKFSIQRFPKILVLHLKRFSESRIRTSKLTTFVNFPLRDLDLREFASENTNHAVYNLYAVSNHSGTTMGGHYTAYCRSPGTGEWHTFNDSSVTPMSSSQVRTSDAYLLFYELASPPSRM
#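 Cell-free coupled assay: 10nM USP2 core preincubated 30min RT with compound in Tris-HCl pH 8.0/CaCl2/CHAPS buffer, then 25nM Ub-CHOP2 and 25nM reporter substrate; fluorescence (Ex 485/Em 531) read after 60min RT, normalized to NEM inhibition, concentration-response curves fitted.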
# * hit, by the source's call; u = inconclusive; x = not tested or not shown; [ ] = remark or other dose. Unless noted, the call rests on the fitted dose curve; in most records, active means well fitted curve in the direction sought with a large enough effect; inconclusive means small, poorly fitted or top-dose-only effect, or another doubt; inactive means no such curve, though single readings can be large; an effect the other way counts as inactive or inconclusive.
SMILES,ASM inhibitor,ELG1 genotoxic,BRCA1 expr act,Eya2 phos inh,uPA surface inh,TRPV1 agonist,Integrin act MD,TSG101-PTAP inh,p53 reactivator,B2AR arrestin,USP2a block
O=C(Cc1ccccc1[N+](=O)[O-])NCc1ccco1,9%,3%,9%,-4%,-5%,8,-15%,-2%,10%,-0.2%,1%
Cc1ccc(C2=NC3(CCCC3)NC2=S)cc1,-1%,12%,71%,2%,1%,2,-4%,-6%,3%,-0.7%,8%
NS(=O)(=O)c1ccc(CNC(=O)c2cc(S(=O)(=O)N3CCOCC3)c(Cl)cc2Cl)cc1,3%,1%,-15%,9%,1%,-5,24%,0%,1%,-0.1%,1%
O=C(CCS(=O)(=O)Cc1ccccc1)N1CCN(Cc2ccccc2)CC1,5%,3%,10%,-16%,0%,0,-12%,-8%,3%,0.1%,5%
CCOc1ccc(NC(=O)CN(C)C(=O)c2cc(-c3ccco3)nc3ccccc23)cc1OCC,96%[activator],x,-22%,x,1%,x,18%,0%,x,x,x
Cc1cccc(OCCNC(=S)NC(=O)c2cncc(Br)c2)c1,-3%,5%,-11%,0%,6%,26,-9%,-2%,5%,-0.5%,0%
CCOCCCN(C)C1CCN(C(=O)c2oc3ccccc3c2NC(=O)Cc2ccc([N+](=O)[O-])cc2)CC1,-2%,0%,14%,8%,-8%,-2,-47%[inhibitor],-4%,u,-0.1%,2%
CCN(CC(=O)Nc1c(F)cccc1F)C(=O)Cc1c[nH]c2ccccc12,-1%,1%,-1%,-17%,11%,x,0%,-10%,1%,-0.4%,2%
COc1c(C)cc(Br)cc1C(=O)Nc1cccc(-c2nc3ncccc3o2)c1,-15%,-10%,0%,-3%,17%,x,15%,-10%,-6%,-0.1%,4%
Cn1nc(C(=O)Nc2ccc3c(c2)OCO3)c2ccccc2c1=O,-7%,-4%,-49%,-13%,-15%,2,5%,-6%,6%,-0.6%,2%
O=C(c1sc(N2CCOCC2)nc1-c1ccccc1)N1CCCCC1,4%,-1%,-13%,-16%,0%,u,-11%,-3%,-1%,-0.6%,1%
CC1(C)CC(N(Cc2ccco2)C(=O)Cc2ccccc2)CCO1 (stereo unspecified),3%,0%,-5%,11%,8%,2,-17%,-2%,4%,0.0%,0%
CCn1nnnc1SCC(=O)Nc1cc(OC)cc(OC)c1,1%,1%,-35%,20%,-1%,-3,26%,-2%,-5%,0.3%,-7%
COc1ccc(NC(=O)CN(C)CC(=O)Nc2cccc(C(F)(F)F)c2)cc1,-4%,-1%,-17%,1%,0%,28,0%,-3%,-6%,-0.6%,0%
CCOc1cc2[nH]c(=S)n(Cc3ccc(C(=O)NCCN(CC)CC)cc3)c(=O)c2cc1OCC,2%,4%,-22%,10%,-5%,-3,-58%[inhibitor],-2%,-1%,0.1%,-2%
COCCCn1c(=O)c2ccccc2n(CC(=O)N2CCCc3ccccc32)c1=O,0%,-4%,-25%,6%,7%,0,-18%,-5%,-1%,0.2%,-2%
CC1CC(C)CN(S(=O)(=O)c2ccc3c(c2)CC(C)N3C(=O)C2CC2)C1 (stereo unspecified),0%,-3%,-33%,1%,8%,u,1%,5%,-9%,0.2%,-1%
COc1ccc(-n2nnnc2SCC(=O)NCc2ccco2)cc1OC,3%,6%,9%,7%,-7%,-4,-30%,-5%,-12%,-0.4%,1%
CCCC(C(=O)OCC)P(=O)(c1ccccc1)c1ccccc1 (stereo unspecified),2%,3%,-12%,16%,x,8,3%,-8%,-7%,0.0%,2%
CC(C)(C)NC(=O)C1CC1(c1ccccc1)c1ccccc1 (stereo unspecified),-3%,-7%,-27%,-5%,-1%,18,u,0%,-6%,2.6%,0%
O=C(OCc1ccc(Br)cc1)c1cccc(-c2nnc(-c3ccccc3)o2)c1,-3%,u,30%,6%,-3%,-2,13%,-4%,u,0.4%,-1%
O=C(COC(=O)c1ccc(O)cc1O)Nc1cccc2ccccc12,-2%,0%,-30%,-11%,u,2,-10%,3%,-9%,-0.2%,0%
Cc1ccccc1-n1c(SCC(=O)NC2CCS(=O)(=O)C2)nc2ccccc2c1=O (stereo unspecified),-1%,9%,-10%,6%,5%,2,10%,0%,4%,-0.1%,7%
Cc1[nH]c2ccccc2c1/C=C/c1nc2ccccc2c(=O)[nH]1,295%[activator],7.3µM*,-19%,9%,1%,-3,-2%,0%,-5%,-0.7%,2%
N#C/C(=C\c1ccc(-c2ccccc2[N+](=O)[O-])o1)C(=O)Nc1nc(-c2cccs2)cs1,-12%,-6%,3%,3%,5%,-2,12%,-1%,-8%,-0.4%,-21%
CCNc1ccc(C(=O)OCC)cc1NC(=O)c1cc(S(=O)(=O)N2CCOCC2)ccc1C,1%,2%,-7%,4%,3%,2,8%,-4%,-6%,0.0%,2%
Nc1nc(N2CCN(c3ccccc3)CC2)n[nH]1,-1%,2%,0%,5%,-3%,-2,-14%,-1%,13%,-0.3%,2%
COc1cccc(NC(=S)NCCC(c2ccccc2)c2ccccc2)c1,-5%,-2%,-68%,-2%,-4%,0,-49%[inhibitor],-4%,4%,0.5%,-8%
CCN(CC)CCN(C(=O)c1ccc2ccccc2c1)c1nc2ccc(F)cc2s1,0%,1%,48%,-3%,3%,-2,-32%,-4%,17%,-1.1%,4%
CCCCSC1=C(C#N)C(c2ccccc2C)CC(=O)N1 (stereo unspecified),4%,-3%,-20%,15%,-5%,3,6%,0%,-1%,0.1%,1%
O=C(Cn1ncc2c([nH]c3ccccc32)c1=O)NCCc1ccc(Cl)cc1,0%,-1%[9.26 µM],-2%,3%,12%,2,10%,-6%,-3%,0.2%,1%
Cc1cc(N2CCN(C)CC2)nc2ccc(NC(=O)c3ccc4c(c3)OCO4)cc12,39%[activator],20%,0%,1%,-16%,-1,-62%[inhibitor],-7%,18%,2.8%,-2%
CCCOc1ccccc1NC(=O)CC1Nc2ccccc2NC1=O (stereo unspecified),9%,-2%,-48%,-14%,x,3,-28%,-3%,7%,0.1%,-1%
CCN(CC)C1=CC(=O)OC12CCCCC2,2%,2%,0%,0%,-5%,2,-5%,-7%,u,-0.1%,1%
O=C(c1sc2cccc(F)c2c1Cl)N1CCN(c2ncccn2)CC1,2%,-2%,-16%,0%,9%,7,-5%,-2%,-7%,-0.7%,2%
CC1(C)SC(=Nc2ccccc2)N(S(=O)(=O)c2ccccc2)C1=O,3%,0%,-36%,5%,-3%,2,7%,-5%,-4%,-2.5%,-1%
C[N+]1(CC(=O)OCCCc2ccccc2)CCCCC1,-2%,-3%,12%,-5%,2%,-2,-4%,0%,-2%,-0.1%,2%
Cc1ccc2nc(-c3ccccn3)cc(C(=O)NC3CCN(C)CC3)c2c1,x,5%,x,-4%,x,1,x,x,-7%,0.7%,2%
CCc1nnc(NS(=O)(=O)c2ccc(N=Cc3c(C)[nH]n(-c4cccc(Cl)c4)c3=O)cc2)s1,x,7%,33%,-5%,-2%,4,6%,-3%,-3%,-0.7%,1%
CCCCNC(=O)c1onc(CSc2ccccc2F)c1C(=O)O,8%,0%,-4%,10%,9%,-3,-23%,0%,3%,0.5%,-1%
O=C(COC(=O)c1cc([N+](=O)[O-])ccc1N1CCOCC1)c1ccc(Br)cc1,-10%,-2%,-45%,-14%,-16%,1,9%,-3%,0%,-0.7%,-7%
C=CCn1c(SCC(=O)NCC2CCCO2)nnc1-c1ccccc1 (stereo unspecified),-3%,0%,-7%,-6%,7%,-2,9%,2%,1%,-0.1%,1%
Cc1ccc(C)c(N2CCN(S(=O)(=O)c3ccc4c(c3)CCC(=O)N4)CC2)c1,x,0%,x,-12%,x,u,x,x,-15%,-0.3%,-15%
CCN(CC)CC(=O)Nc1ccc(-c2ccc(NC(=O)CN(CC)CC)c(OC)c2)cc1OC,0%,-6%,-37%,-2%,0%,-4,-23%,-4%,-3%,-0.1%,0%
Cc1ccc(Nc2nc(-c3sc(C)nc3C)cs2)cc1,-9%,18%,-10%,3%,u,-1,-23%,-1%,-8%,8.2%,-1%
CC(OC(=O)Nc1cccc(Cl)c1)C(=O)OC1CCCCC1 (stereo unspecified),-9%,x,50%,x,1%,x,-5%,0%,x,x,x
COCCn1c(=NC(=O)c2ccc3c(c2)OCCO3)sc2cc(S(N)(=O)=O)ccc21,-1%,0%,-16%,5%,3%,-1,-34%[inhibitor],-8%,13%,-0.2%,9%
